KCC2 mod: KCC2 cotransporter modulators, thallium flux, primary screen, cell-based, HEK293 KCC2, FluoZin-2 fluorescence, MLSMR; B-score of Tl+ flux slope (higher = more flux/activation; lower = inhibition) at 10 µM; actives 2.2% (n = 190,000); KCC2 cells, thallium flux FluoZin-2 fluorescence; AID 1456, 2008;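 active = thallium flux slope and its plate-corrected score both differing from the plate sample mean at a set confidence after two filtering rounds, in either direction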;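 note: slope of fluorescence scaled to starting intensity during 10 to 20 s after thallium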
PERK inh: block of dimerizer-induced PERK translation repression, primary screen, PERK inhibitor project, CHO PERK-DD cells, SEAP luminescence, HTS | Eukaryotic translation initiation factor 2-alpha kinase 3 (Homo sapiens), Q9NZJ5 | CHO PERK-DD fusion, SEAP luminescence translation reporter | inhibition, % at 5.6 µM | actives 0.17% (n = 220,000) | AID 1416, 2008;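 active = inhibition above the mean inhibition of all tested compounds plus 3 SD, set separately per screening campaign, cut at about 2.9% in these data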;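 note: PERK kinase domain activated by AP20187 dimerizer at 100 nM; 0% = DMSO with dimerizer and 100% = rapamycin at 8.4 µM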
thrombin 1536: human alpha-thrombin inhibitors, primary screen, counter-screen for coagulation protease inhibitor project, biochemical, 1536-well, fluorogenic AMC substrate; Boc-VPR-AMC fluorogenic substrate cleavage; actives 0.26% (n = 220,000); inhibition, % at 5 µM; Prothrombin (Homo sapiens), P00734;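 active = inhibition at or above 40%; inactive = inhibition below 40%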;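 note: 0% = enzyme with no compound and 100% = wells without enzyme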
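Material: human alpha-thrombin protein. Incubation: reaction at ambient temperature. Technique: fluorescence of released AMC, ex 355 nm, em 460 nm. Control set: no-compound enzyme wells and no-enzyme blanks. Also added: Boc-VPR-AMC substrate, 15 µM final. Buffer or medium: pH 7.5 Tris (50 mM) with NaCl 150 mM, Tween 20 0.05%.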
p97 inhibitor: inhibitors of human p97 ATPase, primary screen, biochemical. Transitional endoplasmic reticulum ATPase (Homo sapiens), P55072. recombinant p97 ATPase, Kinase-Glo ATP luminescence, 3 h. inhibition, % at 8 µM. actives 0.42% (n = 220,000). AID 1481, 2009; in the data active = inhibition above about 15%;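 note: 0% = DMSO vehicle and 100% = wells lacking enzyme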
Target sequence (P55072 whole entry, looked up): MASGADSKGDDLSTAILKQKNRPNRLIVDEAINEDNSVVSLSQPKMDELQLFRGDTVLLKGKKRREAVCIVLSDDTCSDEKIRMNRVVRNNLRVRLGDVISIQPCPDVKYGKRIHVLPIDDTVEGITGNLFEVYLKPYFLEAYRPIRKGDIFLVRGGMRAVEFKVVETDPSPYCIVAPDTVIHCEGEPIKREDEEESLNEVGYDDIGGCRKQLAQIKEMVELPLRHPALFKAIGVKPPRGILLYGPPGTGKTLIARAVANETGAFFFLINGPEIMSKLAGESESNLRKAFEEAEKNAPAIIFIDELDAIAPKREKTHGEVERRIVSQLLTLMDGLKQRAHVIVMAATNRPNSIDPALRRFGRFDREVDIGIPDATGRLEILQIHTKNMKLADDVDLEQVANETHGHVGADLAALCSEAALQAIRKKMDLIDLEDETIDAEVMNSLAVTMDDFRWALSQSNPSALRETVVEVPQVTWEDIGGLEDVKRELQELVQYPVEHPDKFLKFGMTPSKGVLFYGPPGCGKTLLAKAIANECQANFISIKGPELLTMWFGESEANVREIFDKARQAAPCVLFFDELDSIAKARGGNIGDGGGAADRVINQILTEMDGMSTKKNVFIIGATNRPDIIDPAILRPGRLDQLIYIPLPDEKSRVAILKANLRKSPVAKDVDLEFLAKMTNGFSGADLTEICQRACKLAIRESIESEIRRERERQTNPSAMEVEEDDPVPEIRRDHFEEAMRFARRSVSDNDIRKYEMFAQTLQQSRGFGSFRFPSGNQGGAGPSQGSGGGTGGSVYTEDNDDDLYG
hK5 inh: human KLK5 protease inhibitors, primary screen, biochemical, 1536-well; inhibition, % at 5 µM; recombinant hK5, fluorogenic AMC substrate cleavage; actives 0.59% (n = 210,000); Kallikrein-5 (Homo sapiens), Q9Y337;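 active = inhibition of 40% or more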;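 note: 0% = enzyme controls without compound and 100% = no-enzyme blanks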
Target sequence (Q9Y337 67-293 limits assumed): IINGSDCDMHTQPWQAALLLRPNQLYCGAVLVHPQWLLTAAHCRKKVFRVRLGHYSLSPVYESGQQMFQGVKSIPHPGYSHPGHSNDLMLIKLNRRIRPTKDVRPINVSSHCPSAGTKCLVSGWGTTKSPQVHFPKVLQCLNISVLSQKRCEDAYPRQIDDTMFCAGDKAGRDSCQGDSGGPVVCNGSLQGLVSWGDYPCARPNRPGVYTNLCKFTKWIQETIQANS
FXIa inh: human FXIa protease inhibitors, primary screen, biochemical, 1536-well. Coagulation factor XI (Homo sapiens), P03951. purified FXIa, Boc-Glu-Ala-Arg-AMC fluorogenic substrate. inhibition, % at 5 µM. actives 0.14% (n = 220,000);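 active = inhibition of at least 40%; inactive = inhibition below 40%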;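 note: fluorescence of freed AMC excited at 355 nm; 0% = enzyme without compound and 100% = no enzyme blank; many of its hits are not listed in these tables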
Furin inhibitor: human furin inhibitors, primary screen, biochemical, fluorescence intensity. P09958. purified furin, fluorogenic substrate cleavage. inhibition, % at 30 µM. actives 0.061% (n = 220,000); in the data active = inhibition above about 25%; note: inactives centre near -15
FXIIa inh: human FXIIa protease inhibitors, primary screen, biochemical, 1536-well; Coagulation factor XII (Homo sapiens), P00748; purified FXIIa, Boc-QGR-AMC fluorogenic substrate, 2 h; inhibition, % at 5 µM; actives 0.3% (n = 220,000); AID 800, 2007; in the data active = inhibition above about 40%;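 note: 0% = enzyme with no compound and 100% = blank without enzyme; many of its hits are not listed in these tables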
Wee1 degr inh: Wee1 degradation inhibitors, primary screen, cell-based, HeLa, Wee1K328M-luciferase, luminescence | HeLa Luc-Wee1K328M stability; 100% = proteasome inhibitor MG132 effect | reporter increase, % at 5 µM | actives 1.2% (n = 220,000);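 active = activation above the mean of all tested compounds plus 3 SD, set per screening run, cut at about 8.8% in these data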;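 note: cells exposed to compound for 20 h before luminescence read; 0% = DMSO alone and 100% = MG132 at 30 µM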
The depositor's hits bear a star; x = no result given; [ ] = another dose, or the depositor's remark.

SMILES | KCC2 mod | PERK inh | thrombin 1536 | p97 inhibitor | hK5 inh | FXIa inh | Furin inhibitor | FXIIa inh | Wee1 degr inh
Cc1cc(F)ccc1S(=O)(=O)Nc1ccccc1C(=O)Nc1ccc2[nH]c(=O)[nH]c2c1 | 0.77 | 0.4 | 0 | 3 | -15 | 15 | -22 | 24 | 7
CC12CCC(C(=O)N(NC(=O)c3ccccc3O)C1=O)C2(C)C (stereo not drawn) | 0.25 | 0.3 | 1 | 6 | -5 | 6 | -17 | 13 | 0
COc1ccc(OC)c(S(=O)(=O)N2CCC(C(=O)Nc3cccc(C(F)(F)F)c3)CC2)c1 | x | -0.5 | -2 | 1 | -27 | -3 | -14[20 µM] | -1 | 1
CCOc1cc2[nH]c(=S)n(CCOC)c(=O)c2cc1OCC | 0.014 | 0.7 | -11 | 5 | -14 | -2 | -9 | -12 | 1
c1ccc(-c2cccs2)nc1 | x | 1.8 | -2 | 0 | -2 | 0 | -14 | 8 | 0
CCOC(=O)c1sc2nc(CSc3ccccc3Cl)[nH]c(=O)c2c1C | 0.29 | 1.3 | -3 | 1 | -14 | 9 | -9 | -2 | -3
COc1ccccc1N(/N=C1\Sc2ccccc2C1=O)C(C)=O | -0.41 | 0.5 | -2 | 15* | 2 | 1 | -18 | 8 | 3
COc1ccccc1CNC(=O)C1(C)Oc2cccnc2NC1=O (stereo not drawn) | x | 1.1 | -3 | -1 | 20 | -4 | -17 | 8 | -3
Cc1noc(C)c1CSCC(=O)OCC(=O)N1CC(=O)Nc2ccccc21 | -0.098 | 1.6 | 5 | 3 | -1 | 4 | -22 | 20 | -3
C=C(C)c1cccc(C(C)(C)NC(=O)N2CCN(c3ncccn3)CC2)c1 | x | 1.0 | x | 1 | x | x | 9[20 µM] | x | 2
O=C(NCc1cccnc1)C(=O)NCC(c1ccco1)N1CCOCC1 (stereo not drawn) | 1 | 0.8 | 0 | 6 | 2 | 0 | -5 | 8 | -4
CC1CC(C)CN(S(=O)(=O)c2ccc(C(=O)NCc3ccc4c(c3)OCO4)cc2)C1 (stereo not drawn) | 0.11 | -0.3 | 1 | 1 | -3 | 5 | -20[20 µM] | 7 | 3
Cc1ccc(/C=C/C(=O)Nc2cccc3cccnc23)o1 | -0.048 | 1.2 | 3 | 4 | -8 | -18 | -14 | 10 | -2
Cc1cc(-c2nnc(CCC(=O)NCc3ccc(F)c(F)c3)o2)no1 | 0.014 | -0.5 | 4 | -5 | 0 | -6 | -10 | 1 | 3
O=C(Nc1ccc2nsnc2c1)c1cccs1 | -0.028 | 0.9 | 1 | -2 | -7 | 0 | -22[20 µM] | 13 | -3
Cc1ccc2nc(NC(=O)C3CCN(S(=O)(=O)c4ccc5c(c4)oc(=O)n5C)CC3)sc2c1 | x | 0.7 | -5 | 4 | -9 | 0 | -13 | 5 | -2
Cc1cccc(NC(=O)Cn2nnc(C(=O)NCc3cccs3)c2N)c1C | x | 0.8 | -1 | 0 | 0 | -1 | -14[20 µM] | 7 | 1
O=C(COC(=O)CCc1c[nH]c2ccccc12)NC(c1ccccc1)c1ccccc1 | 0.2 | 0.8 | -4 | -2 | 18 | 7 | -21 | 1 | -5
COc1cnc(N(C)C)nc1Sc1cccc(Cl)c1 | -0.39 | 0.7 | 1 | -2 | -9 | 3 | -21[20 µM] | 14 | 2
CN1CCN(C2OC(=O)c3ccccc32)CC1 (stereo not drawn) | 0.82 | 0.6 | -8 | 0 | 27 | -5 | -27[20 µM] | 2 | -1
Cc1ccc(OCc2nnc(SCC(=O)c3ccccc3)n2Cc2ccco2)cc1 | x | -0.7 | 0 | -8 | 5 | 9 | -3 | 12 | -1
COC(=O)C(NC(=O)c1ccc(Cl)cc1)(Nc1nc(C)cs1)C(F)(F)F (stereo not drawn) | 0.37 | 1.2 | 7 | -4 | -14 | 18 | 2[20 µM] | 28 | 0
O=C(Nc1c(C(=O)O)[nH]c2ccccc12)NC1CCCCC1 | x | 0.9 | 1 | 1 | -3 | 3 | -22[20 µM] | 16 | -3
C/C=C/c1ccc(OCC(=O)NCc2ccccc2OC)c(OC)c1 | -1.4 | 1.3 | 4 | -1 | -16 | 2 | -11 | 4 | 2
Cc1cc(C)n2nc(SCC(=O)c3ccccc3)nc2n1 | 0.3 | 1.0 | 0 | 4 | 2 | 6 | -14[20 µM] | 12 | -1
CC12C(=O)N(c3ccc(C(=O)N4CCOCC4)cc3)C(=O)C1C1c3ccccc3C2c2ccccc21 (stereo not drawn) | 0.5 | 0.7 | -8 | 4 | -17 | 1 | -19 | 7 | -4
COc1ccc(C(c2sc3ncnn3c2O)N2CCN(c3ccccc3F)CC2)cc1OC (stereo not drawn) | -0.34 | -1.2 | -7 | -11 | -12 | -4 | 6 | 2 | -1
CC(=O)Nc1nnc(-c2ccc(Cl)s2)o1 | x | 1.2 | 2 | 3 | -6 | 3 | -30 | 14 | 0
COc1cc(/C=N/Nc2snc(SC)c2C#N)ccc1O | 1.3 | -1.2 | -3 | 9 | -8 | -8 | -8[20 µM] | -12 | 4
Cc1cc(F)ccc1NC(=O)C1CCCO1 (stereo not drawn) | 1.1 | 1.4 | -5 | 2 | -1 | -4 | -31 | 4 | -2
COc1ccc(C(=O)NC(C(=O)NCC(=O)Nc2c(C)cccc2C)C(C)C)cc1 (stereo not drawn) | 0.4 | 0.9 | -4 | 0 | -19 | -4 | -2 | 6 | -2
O=C1CS/C(=N/N=C/c2ccccc2)N1Cc1ccco1 | 0.75 | 2.1 | 1 | 2 | 2 | 13 | -22 | 6 | 1
O=C(COC(=O)c1ccc(Br)o1)NCCCc1ccccc1 | -1.4 | 0.7 | -3 | -2 | 14 | -3 | -22 | 8 | -2
COc1cc2nc(Cl)nc(N3CCCCC3)c2cc1OC | -0.46 | 0.2 | 2 | -1 | -22 | 8 | -21 | 4 | -3
O=C(Cn1c(=O)oc2cc(S(=O)(=O)N3CCCC3)ccc21)NC1CCCc2ccccc21 (stereo not drawn) | -0.71 | -0.5 | -11 | -1 | -8 | -11 | -20 | 1 | -1
COc1ccc(NC(=O)C/C(C)=N/NC(=O)C(=O)Nc2cccc(Cl)c2C)c(OC)c1 | 0.19 | 0.6 | -9 | 6 | 0 | -3 | -29 | 2 | 2
O=c1[nH]c2ccccc2c(=O)n1Cc1ccco1 | 0.59 | 1.4 | -3 | 1 | -8 | -14 | -12 | -14 | -1
Nc1cccc2c1C(=O)N(C(=O)c1cccc(S(=O)(=O)N3CCCCCC3)c1)C2=O | -0.6 | 0.1 | 13 | 0 | -12 | 22 | -9[20 µM] | 34 | 1
COc1ccc(CCC(=O)OCC(=O)Nc2ccc(C)c(S(=O)(=O)N(C)C)c2)cc1 | 1.1 | 0.9 | -2 | 0 | -13 | 9 | -15 | 3 | -3
O=C(CN1C2CCCC1CC(NC(=O)c1ccco1)C2)Nc1ccccc1 (stereo not drawn) | -0.46 | -0.9 | -2 | 0 | 8 | -8 | -13[20 µM] | 10 | 0
Cc1ccc(S(=O)(=O)c2nc(-c3ccco3)oc2SCC(=O)NCC2CCCO2)cc1 (stereo not drawn) | 0.96 | -0.9 | 5 | 3 | -9 | 5 | -16[20 µM] | 9 | 3
Cc1ccc(N2CC(C(=O)N3CCN(C(=O)c4ccco4)CC3)CC2=O)cc1 (stereo not drawn) | 0.2 | 1.1 | -5 | 3 | 2 | 0 | -26[20 µM] | 1 | 1
O=C(Nc1cccc(C(F)(F)F)c1)c1ccccc1NC(=O)C1CCCCC1 | 0.18 | 0.3 | -10 | 6 | -11 | -3 | -5 | 1 | 5
CCOC(=O)C(CC)(CC)C(=O)/C=C/c1ccc(OC)cc1 | -0.46 | -0.9 | 1 | -4 | 5 | 7 | 9 | 3 | 0
COC(=O)c1ccccc1NC(=O)C(C)Oc1ccccc1 (stereo not drawn) | x | 0.3 | -7 | 0 | -2 | 4 | -22[20 µM] | 6 | 17*
CCc1nc(SCc2ccc(C(=O)OC)o2)n[nH]1 | 1.2 | 1.7 | -1 | 2 | x | 0 | -21 | 13 | 1
O=C(COC(=O)C1CCCCC1C(=O)N1CCc2ccccc21)NCc1ccco1 (stereo not drawn) | -1.3 | -0.7 | -13 | -5 | -8 | -2 | -8 | -4 | -2
O=C(N/N=C/c1ccccc1OC(F)F)C1=COCCO1 | 0.31 | 0.5 | -11 | 0 | -1 | 1 | -12 | 1 | -1
CCOC(=O)c1c(C)n(C)c2ccc(OCC(O)CN3CCN(C)CC3)cc12 (stereo not drawn) | x | -0.6 | 0 | 4 | -8 | 2 | -7 | 12 | 0
CCCCCCCn1c(C)nnc1-c1cnn(C)c1N | 0.54 | -0.1 | -4 | -1 | 2 | 0 | -22 | 10 | -4
Cc1sc2ncn(CC(=O)NCC(=O)N(C)Cc3ccccc3)c(=O)c2c1C | 0.43 | 0.1 | 0 | -5 | -5 | 5 | -22[20 µM] | 10 | 0
COC(=O)c1cc(-c2ccc(OC)cc2)n[nH]1 | 0.82 | 1.6 | -1 | 1 | 6 | 1 | -25 | 8 | -1
C/C(=N\Nc1ccc(Cl)c(C(=O)O)c1)c1cccs1 | x | 0.7 | -8 | 9 | -3 | -1 | -12 | 2 | -3
Brc1ccc(-c2noc(COc3ccc4ccccc4c3)n2)o1 | 0.17 | 0.2 | -2 | -8 | -19 | 1 | -7 | 11 | 3
Cc1ccc(Nc2nc(N)c([N+](=O)[O-])c(N3CCCC(C)C3)n2)cc1C (stereo not drawn) | -1.1 | 0.3 | -4 | 2 | -7 | -5 | -14 | 2 | 4
CC1(c2nnc(-c3ccccc3)o2)CC(c2ccncc2)=NO1 (stereo not drawn) | 1.3 | x | 0 | x | 5 | 1 | -20 | 13 | x
Cc1nn(C)c(Cl)c1CN1CCC(CO)(CCOc2ccccc2)CC1 | 0.81 | -0.1 | 2 | 3 | 2 | 1 | -6 | 9 | -3

One compound at a time, from the list above. Order of screens: KCC2 mod, PERK inh, thrombin 1536, p97 inhibitor, hK5 inh, FXIa inh, Furin inhibitor, FXIIa inh, Wee1 degr inh
Results for `Cc1nn(C)c(Cl)c1CN1CCC(CO)(CCOc2ccccc2)CC1` = 0.81, -0.1, 2, 3, 2, 1, -6, 9, -3
Results for `COC(=O)c1ccccc1NC(=O)C(C)Oc1ccccc1` (stereo not drawn) = x, 0.3, -7, 0, -2, 4, -22[20 µM], 6, 17*
Results for `COC(=O)c1cc(-c2ccc(OC)cc2)n[nH]1` = 0.82, 1.6, -1, 1, 6, 1, -25, 8, -1
Results for `O=C1CS/C(=N/N=C/c2ccccc2)N1Cc1ccco1` = 0.75, 2.1, 1, 2, 2, 13, -22, 6, 1
